# Source: PubChem
# Pf growth 96h = P. falciparum growth inhibition at 96 hours; actives 6.9% (n = 320,000); P. falciparum luciferase reporter growth, 96 h; Potency, µM (titrated, usually from 28.7 µM), inactives show at the top dose activity change, negative = inhibition, most hits filed as inhibitors; AID 504834; note: potency is the fitted concentration of half-maximal effect; % is set by controls: 0 for no effect and ±100 for the full control effect
#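 P. falciparum expressing integrated firefly luciferase, in erythrocytes at 2% hematocrit, 0.05% parasitemia, incubated with compounds 96 h at 37 C, 5% CO2. Growth inhibition read as loss of luminescence; two-generation exposure targets delayed-death apicoplast inhibitors.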
# FBPA Giardia inh = Giardia lamblia aldolase inhibition | purified Giardia FBPA | Potency, µM (doses to about 59.6 µM), for the others: at the highest dose activity, negative = inhibition, usual class: inhibitors | actives 0.71% (n = 290,000); note: potency is the fitted concentration of half-maximal effect; % is set by controls: 0 for no effect and ±100 for the full control effect; nearly all actives have a fitted effect of over 55% in size
# Target sequence (A8B2U2 whole entry, looked up): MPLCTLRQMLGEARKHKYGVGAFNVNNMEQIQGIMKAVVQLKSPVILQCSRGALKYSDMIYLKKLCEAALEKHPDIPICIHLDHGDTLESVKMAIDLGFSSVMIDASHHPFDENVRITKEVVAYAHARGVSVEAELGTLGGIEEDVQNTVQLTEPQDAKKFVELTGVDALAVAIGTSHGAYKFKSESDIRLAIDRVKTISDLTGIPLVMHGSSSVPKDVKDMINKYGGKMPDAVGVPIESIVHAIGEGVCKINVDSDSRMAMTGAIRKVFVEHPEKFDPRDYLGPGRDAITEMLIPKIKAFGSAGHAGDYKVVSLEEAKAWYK
#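 Giardia FBPA (40 nM reagent) was preincubated 10 min at RT with compound (up to 57.5 uM final), then substrate plus GAPDH/TPI/NAD/arsenate coupling system with diaphorase/resazurin was added; resorufin fluorescence (525/598 nm) was read after 20 min.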
# Shiga toxin inh = Shiga toxin inhibition. Vero cells, Shiga toxin protein synthesis inhibition reporter. inhibition, % at 38.7 µM. actives 9.2% (n = 290,000); in the data active = inhibition mostly above about 28%, no sharp cut-off; inactive = mostly below about 43%; note: 0% is about no effect
# Cycloheximide cs = counter-screen for Shiga toxin inhibitors: cycloheximide protein synthesis inhibition | cell reporter, cycloheximide protein synthesis inhibition counterscreen | max response, % | actives 12% (n = 300,000) | AID 2314; in the data active = max response mostly above about 13%, no sharp cut-off; inactive = mostly below about 14%; note: read at 38.3 µM for the half of the compounds with a filed dose; 0% is about no effect
# Sm TGR block = inhibitors of Schistosoma mansoni thioredoxin glutathione reductase; Q962Y6; purified TGR, DTNB reduction, TNB absorbance 405 nm; Potency, µM (titrated, usually from 114 µM), for inactives: top-dose activity change, negative = inhibition, usual class: inhibitors; actives 3% (n = 360,000); AID 485364; note: potency is the fitted concentration of half-maximal effect; % is set by controls: 0 for no effect and ±100 for the full control effect; nearly all actives have a fitted effect of over 60% in size
#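 TGR 20 nM + NADPH 100 uM (dispensed conc.), cpd preinc 15 min RT; start with NADPH (500 uM addition) then DTNB (15 mM addition). Kinetic TNB absorbance, 405 nm filter. Four-parameter Hill fit across titration.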
# Pf growth 48h = inhibits P. falciparum growth in the first generation, 48 h. Potency, µM (series often up to 28.7 µM), for the others: at the top dose activity change, negative = inhibition, most hits filed as inhibitors. actives 5.9% (n = 310,000). AID 504832. P. falciparum luciferase growth in erythrocytes, 48 h; note: potency is the fitted concentration of half-maximal effect; % is set by controls: 0 for no effect and ±100 for the full control effect
#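 First compound was added to culture medium, then infected red cells at 0.1% parasitemia and 2% hematocrit (final). After incubation at 37 C under 5% CO2, luciferase detection reagent was dispensed and light output recorded.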
# Numbers without * were called inactive; ? = inconclusive; / = no result given; & = joins results of further samples; [ ] = remark or other dose. Unless noted, calls come from the whole dose curve; as a rule, active = well fitted curve in the direction sought with a large enough effect; inconclusive = small, poorly fitted or top-dose-only effect, or another doubt; inactive = no such curve, though single readings can be large; an effect the other way counts as inactive or inconclusive.
# Fields – Cycloheximide cs	Sm TGR block	Pf growth 48h	Shiga toxin inh	Pf growth 96h	FBPA Giardia inh
- COCCNC(=O)c1c(N)n(CCCn2ccnc2)c2nc3ccccc3nc12
  -2	-6%	7.4µM*	10	?	-18%
- COC(CNC(=O)c1c[nH]c2ccc(S(=O)(=O)N3CCC4(CC3)OCCO4)cc2c1=O)OC
  0	0%	-6%	-4	-21%	8%
- CCOC(=O)c1c(-c2ccccc2)oc2ccc(O)c(CN3CCN(C)CC3)c12
  -3	-10%	3.7µM*	-6	3.3µM*	-4%
- O=C(NCC1CCCN(C2Cc3ccccc3C2)C1)c1cccs1 (configuration not stated)
  -1	?	0%	-6	2%	/
- CCCCn1c(N)c(N(CCOC)C(=O)COC(=O)COc2ccc(CC)cc2)c(=O)[nH]c1=O
  /	-4%	?	/	22%	/
- Cc1oc2cc3oc(=O)c(CCC(=O)NCCN4CCOCC4)c(C)c3cc2c1C
  29*	-11%	-39%	31*	10µM*	-6%
- O=C(CCC(=O)c1cccs1)NCc1ccccc1
  2	-16%	21%	-10	-38%	-4%
- CCc1cccc(C)c1NC(=O)CO/N=C(\C)c1cc2ccccc2o1
  -2	7%	?	19	?	4%
- CC(C)(C)c1ccc(C(=O)O[C@H]2[C@H](Cc3ccccc3)NS(=O)(=O)[C@H]3C[C@@H]4C=C[C@]23O4)cc1
  /	-7%	13µM*	/	12µM*	/
- CC(C)Sc1nnc(-c2ccc(S(=O)(=O)N3CCOCC3)cc2)n1C
  -3	50µM*	?	37	13%	-3%
- COc1ccc(NS(=O)(=O)c2ccc(OCC(=O)N3CCN(C)CC3)cc2)cc1Cl
  1	-1%	?	-5	-3%	/
- COc1ccc(N(CC(=O)NCCc2ccccc2)C(=O)c2csnn2)cc1
  12	-1%	?	18	?	1%
- O=C(COC(=O)c1cccnc1Cl)NCCCc1ccccc1
  /	1%	-7%	/	18%	/
- Cc1ccccc1S(=O)(=O)Cc1ccc(C(=O)NCc2cccs2)o1
  -3	4%	/	-8	?	4%
- CCn1nc(NS(=O)(=O)c2ccccc2)c2cc3ccccc3nc21
  -10	0%	6%	-3	-21%	/
- COc1ccc(CN2CCC(n3nccc3NC(=O)C3CC3)CC2)c(Cl)c1OC
  -4	-3%	111%	-2	15%	/
- Cc1ccc(C)c(OCc2cc(C(=O)N3C[C@@H](C)O[C@@H](C)C3)no2)c1
  48*	-23%	6%	87*	?	/
- CC(=Nc1ccccc1N)c1c(O)n(C)c(=O)n(C)c1=O
  24*	-21%	123%[activator]	72*	?	1%
- Cc1ccc(C(=O)/C=C/NNC(=O)c2ccccc2O)cc1
  13	3%	16%	21	-21%	6%
- CC(=O)c1ccc2c(c1)c1ccccc1n2CC(C)C
  3	-5%	-5%	-9	/	-4%

# (cont.)
# Fields – Cycloheximide cs	Sm TGR block	Pf growth 48h	Shiga toxin inh	Pf growth 96h	FBPA Giardia inh
- NNc1nc2c(-c3cccc(C(F)(F)F)c3)nnn2c2ccccc12
  15*	37%[activator]	6.6µM*	53*	26%	-28%
- CC(C)C(=O)N1CCN(c2nc(-c3ccc(Cl)cc3)cs2)CC1
  -2	32µM*	6%	32	40%[activator]	-20%
- CCCCNS(=O)(=O)c1ccc2nc(-c3cccs3)cc(C(=O)NCC(OC)OC)c2c1
  -3	-1%	?	-8	?	3%
- Cc1cc(C(=O)O)cc(S(=O)(=O)N2CCOCC2)c1C
  -1	1%	6%	-1	0%	1%
- Cc1ccc(-c2cc(C(=O)OCC(=O)NC3CC3)c3ccccc3n2)cc1
  /	-4%	77%[activator]	/	39%[activator]	/
- CC(C)CC(NC(=O)OC(C)(C)C)c1cn([C@@H](Cc2ccc(O)cc2)C(=O)N2CCN(C(=O)OC(C)(C)C)CC2)nn1 (some centres not stated)
  -2	5%	?	-9	4.7µM*	10%
- COc1ccc(NC(=O)N2CCCC(c3nc(-c4ccc(OC)cc4)no3)C2)cc1 (configuration not stated)
  40*	-27%[57.1 µM]	44%[activator]	55	19%	0%
- O=c1c2cccnc2[nH]c(=S)n1CCCN1CCN(c2ccc(F)cc2)CC1
  -1	-17%	8%	-13	/	?
- Cc1ccsc1/C=N/NC(=O)Cc1ccc(Cl)cc1
  9	4%	-31%	19	8%	-1%
- COc1ccc(/C=N/NC(=O)CCn2cnc(-c3ccccc3)c2-c2ccccc2)cc1
  0	-11%	?	-6	-25%	5%
- COc1cc(O)c(C(CCN2CCCC(C)C2)c2cc(OC)c(OC)c(OC)c2)c(OC)c1 (configuration not stated)
  -7&-4	-8%	1.3µM*	-9&-2	0.52µM*	-26%&-30%
- O=C(NCc1ccncc1)NC1CCCCC1
  5	12%	36%[activator]	8	?	1%
- COc1ccccc1C(=O)N1CCN(c2nc3cc(C)c(C)cc3cc2C#N)CC1
  -3	2%	?	1	10µM*	0%
- Cc1nnsc1C(=O)NC1CCCc2c1cnn2-c1ccc(F)cc1F (configuration not stated)
  11	?	-6%	-21	?	/
- CC(=O)Nc1ccc(S(=O)(=O)N2CCC(N3CCCC3)CC2)cc1
  -2	0%	5%	-2	26%	/
- COc1ccccc1C(=O)NC(CCSC)C(=O)OCC(=O)c1ccc[nH]1 (configuration not stated)
  2	-16%	-16%	-9	2%	-1%
- O=C1CCCC2=C1C(c1ccccc1)n1c(s/c(=C/c3cccc(F)c3)c1=O)=N2 (configuration not stated)
  0	-17%	3%	-15	/	-1%
- COc1ccc(-n2c(O)c(Cc3ccccc3)c(=O)n3nc(-c4ccccc4)c(=O)cc23)cc1
  11*	-24%	1%	13	-3%	14%
- CCC(=NCc1ccco1)c1c(O)n(Cc2ccccc2)c(=O)[nH]c1=O
  4	28µM*	-51%	16	?	0%
- COc1cccc(NC(=O)c2nc3nc(C)cc(C(F)F)n3n2)c1
  -3	-4%	29%	16	?	-1%

# Later entries.
# Fields – Cycloheximide cs	Sm TGR block	Pf growth 48h	Shiga toxin inh	Pf growth 96h	FBPA Giardia inh
- COC(=O)c1ccn(CSc2c(F)c(F)cc(F)c2F)n1
  /	-5%	-22%	/	?	/
- CC(C)Cc1nc2sc3c(c2c(=O)n1N)CC(C)(C)OC3
  -1	-4%	28%	4	-3%	2%
- Cc1ccc(NC(=O)COC(=O)Cn2nc(C)c([N+](=O)[O-])c2C)c([N+](=O)[O-])c1
  28*	1%	14%	45	50%[activator]	-11%
- O=S(=O)(NC1CCCC1)c1ccc(S(=O)(=O)N2CCN(c3ccccc3)CC2)cc1
  -1	-4%	/	-10	-24%	4%
- COC(=O)c1sc(C(F)(F)F)c(-c2ccccc2)c1S(=O)(=O)N(C)C
  12	-1%	-11%	-3	0%	2%
- O=C(N[C@@H](Cc1ccccc1)C(=O)N[C@@H](Cc1ccccc1)C(=O)O)OCc1ccccc1
  /	-3%	13%	/	0%	/
- Cc1ccccc1NC(=O)Cc1ccccc1
  -2	0%	1%	-1	?	0%
- CNC(=O)COC(=O)/C=C/c1cn(-c2ccccc2)nc1-c1ccc(C)o1
  3	?	12µM*	9	7.4µM*	0%
- COc1ccc(Nc2cc(C)nc(NCc3ccccc3)n2)cc1
  1	19%	0.47µM*	22	1.7µM*	-3%
- O=C(NC1CCCC1)c1ccc(COCC(F)(F)F)o1
  0	9%	11%	0	?	3%
- O=C(OCC(=O)N1CCCC1)c1cc(Cl)ccc1Cl
  11	-1%	6%	23	25%	8%
- Cc1ccc2nc(NCCCO)nc(-c3ccccc3)c2c1
  -3	7%	/	-13	?	4%
- COc1ccc2nc(NCCCO)[nH]c2c1
  -2	1%	24%	4	-5%	2%
- O=C(O)c1ccc(NC(=O)c2ccc3c(c2)C(=O)N(CC2CCCO2)C3=O)cc1 (configuration not stated)
  -6	-3%	33%[activator]	-14	24%	5%
- CCC(C)(C)NC(=O)c1cc(S(=O)(=O)N2CCc3ccccc32)cn1C
  0	0%	-9%	-2	?	-6%
- CCOC(=O)C1CCCN(C(=O)c2cn(CC)c3ccc(S(=O)(=O)N4CCCC4)cc3c2=O)C1 (configuration not stated)
  -3	1%	12µM*	-9	/	3%
- COc1ccc(-c2cc3cc(OC)c(OC)cc3c(C)n2)cc1C
  12	10%	?	37	10µM*	-9%
- CC1(C)Cc2c(sc(N)c2C#N)C(C)(C)N1
  -3	13%	12%	-4	?	?
- CCOC(=O)C1=C(O)C(=O)N(c2ccc(S(N)(=O)=O)cc2)C1c1cccc([N+](=O)[O-])c1 (configuration not stated)
  -3	19%	39%[activator]	-5	52%[activator]	6%
- O=C(COC(=O)c1sc2ccccc2c1Cl)NCC1CCCCC1
  0	6%	3%	-15	-7%	-2%

# The listing continues.
# Fields – Cycloheximide cs	Sm TGR block	Pf growth 48h	Shiga toxin inh	Pf growth 96h	FBPA Giardia inh
- C/C(=N\NC(=S)Nc1cccc(C)c1)c1ccco1
  -1	?	?	-11	16%	1%
- O=C(CNc1cccc(S(=O)(=O)N2CCCC2)c1)Nc1cccc(Br)c1
  /	1%	5.2µM*	/	4.1µM*	/
- Cn1cc([N+](=O)[O-])c(C(=O)Nc2ccn(Cc3c(F)c(F)cc(F)c3F)n2)n1
  4	-11%	26%	-6	/	5%
- Cc1cc(Oc2ccccc2)nc(OCC#N)n1
  6	-13%	3%	15	-2%	-1%
- O=C(Nc1ccc([N+](=O)[O-])cc1)N1CCCCC1
  24	3%	23%	50	8.3µM*	2%
- C=CCN(C(=O)Nc1ccc(F)cc1)C1CC(=O)N(c2ccc(OC)cc2)C1=O (configuration not stated)
  -1	-19%	16%	-13	-39%	2%
- Cc1cc(=O)[nH]c(N/N=C/c2ccc(OC(=O)c3cccnc3)cc2)n1
  -2	-4%	6%	-18	38%[activator]	0%
- O=C(N/C(=C\c1ccc(Br)cc1)C(=O)N1CCOCC1)c1ccccc1Cl
  -5	-1%	?	-14	37%[activator]	-6%
- Cc1ccc(S(=O)(=O)CCC(=O)N(CCCN2CCOCC2)c2nc3ccccc3s2)cc1
  /	14µM*	51%[activator]	/	75%[activator]	/
- O=S(=O)(c1ccccc1)N1CCN=C1SCc1ccc(Cl)cc1
  7	-2%	?	11	?	-11%
- COCCN(C(=O)COC(=O)Cc1cccc(OC)c1)c1c(N)n(CC(C)C)c(=O)[nH]c1=O
  /	-6%	50%[activator]	/	32%[activator]	/
- C/C(=C\c1ccc(C)o1)C(=O)c1c(C)cc(C)[nH]c1=O
  -6	18µM*	-10%	21	30%	-9%
- O=C(O)CCCCCN1C(=O)C2CCCCC2C1=O (configuration not stated)
  -2	1%	4%	-3	9.3µM*	2%
- COc1cc(OC)c(C(=O)Nc2cccc3ccccc23)cc1OC
  21*	2%	17%	/	-9%	7%
- O=C(CSc1nnc(CNC(=O)c2cccs2)o1)Nc1ccccc1
  -6	1%	-6%	-17	0%	-1%
- CCC1COC(c2cccn2Cc2ccc(Cl)cc2)=N1 (configuration not stated)
  12	8%	46%[activator]	-1	?	-7%
- CCOC(=O)c1cccc(NC(=O)C(C)N2C(=O)c3ccccc3C2=O)c1 (configuration not stated)
  -4	11%[11.4 µM]	/	-3	/	0%
- O=C(COC(=O)/C=C/c1ccccc1)Nc1ccc(Cl)cn1
  /	-13%	?	/	-2%	/
- CCN(CC(=O)Nc1cc(S(=O)(=O)N2CCCCC2)ccc1Cl)Cc1ccccc1
  /	4%	10µM*	/	10µM*	/

# Compound profiles (already shown). Screens in order: Cycloheximide cs | Sm TGR block | Pf growth 48h | Shiga toxin inh | Pf growth 96h | FBPA Giardia inh
# Profile of O=C(CNc1cccc(S(=O)(=O)N2CCCC2)c1)Nc1cccc(Br)c1 : / | 1% | 5.2µM* | / | 4.1µM* | /
# Profile of CCC1COC(c2cccn2Cc2ccc(Cl)cc2)=N1 (configuration not stated) : 12 | 8% | 46%[activator] | -1 | ? | -7%
# Profile of CCN(CC(=O)Nc1cc(S(=O)(=O)N2CCCCC2)ccc1Cl)Cc1ccccc1 : / | 4% | 10µM* | / | 10µM* | /
# Profile of O=C(CSc1nnc(CNC(=O)c2cccs2)o1)Nc1ccccc1 : -6 | 1% | -6% | -17 | 0% | -1%
